From PubChem
PhoP GFP inhibition – PhoP regulon inhibitors, Salmonella typhi PhoP promoter GFP reporter, confirmatory (AID 1850); one-dose inhibition, % at 50 µM; IC50 in µM for titrated hits; hit rate 0.33% among 310,000; Salmonella Typhi PhoP-promoter GFP reporter, fluorescence, 4 h; higher % means a stronger effect; in the data active means a potency from the dose series; inconclusive means inhibition mostly from about 25% at the one dose, without a potency; inactive means the rest, 99 in 100 with inhibition below about 19%;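 further: 0% = induced wells with vehicle and 100% = uninduced wells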
influenza NS1A – H1N1 influenza NS1A inhibitors, functional cell based assay (AID 504329). NS1A functional cell-based assay, percent inhibition; higher % means a stronger effect. one-dose inhibition, % at 12.5 µM; IC50 in µM for titrated hits. hit rate 0.3% among 340,000; in the data active means a potency from the dose series; inconclusive means inhibition above about 27% without an active follow-up result; further: strong numbers were not always called active
inhibitors of VEEV – inhibitors of VEEV TC-83 cytopathic effect, confirmation, Vero cells (AID 588727); Vero cells, VEEV TC-83 cytopathic effect inhibition; higher % means a stronger effect; inhibition, % at 20 µM; hits with a dose series show IC50 in µM; hit rate 0.13% among 350,000; in the data active means a potency from the dose series; inconclusive means inhibition mostly from about 14% at the one dose, without a potency; inactive means the rest, 99 in 100 with inhibition below about 12%; further: strong numbers were not always called active
tuberculosis growth – growth inhibition of non-replicating M. tuberculosis (AID 488890); hit rate 0.39% among 320,000; inhibition, % at 25 µM, or IC50 in µM where a hit was titrated; Mycobacterium tuberculosis non-replicating, growth inhibition; higher % means a stronger effect; in the data active means a potency from the dose series; inconclusive means inhibition mostly from about 82% at the one dose, without a potency; inactive means the rest, 99 in 100 with inhibition below about 76%;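 further: plate controls were DMSO cells for no effect and high antibiotic wells for full effect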
M. tuberculosis HTS – M. tuberculosis growth inhibition, HTS (AID 449762) | hit rate 0.59% among 330,000 | M. tuberculosis H37Rv growth inhibition, 7H9 media; higher % means a stronger effect | inhibition, % at 25 µM; hits with a dose series show IC50 in µM; in the data active means a potency from the dose series; inconclusive means inhibition above about 70% without an active follow-up result;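 further: bacterial growth assessed after seven days of incubation; strong numbers were not always called active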
* hit, by the source's call; i = inactive; ? = inconclusive; / = not tested or not shown. No enrichment for hits; overall some 1.5% were active at least once.

Under each structure – PhoP GFP inhibition, influenza NS1A, inhibitors of VEEV, tuberculosis growth, M. tuberculosis HTS
- C1=CC2C3C=CC(C3)C2C1 (centres undefined)
    /, -3.5%, i, -25.8%, -6.7%
- CCCNS(=O)(=O)c1ccc(OCC(=O)N2CCN(Cc3ccc4c(c3)OCO4)CC2)c(C)c1
    -3.1%, 1.9%, 5.0%, 22.8%, 14.5%
- CCOc1ccc(CC(=O)NNC(=S)Nc2ccc(OC)c(OC)c2)cc1
    -11.6%, -9.7%, 0.6%, -7.8%, -1.3%
- CCN(CC)CCCNC(=O)Cn1ccc2ccccc2c1=O
    0.3%, -4.4%, i, -5.2%, -0.1%
- CC1CC(C)CN(S(=O)(=O)c2cc3c4c(c2)C(C)C(=O)N4CCC3)C1 (centres undefined)
    -4.4%, 8.4%, 3.4%, 14.5%, -9.8%
- O=C1C(Nc2ccccc2)=C2CCCC=C2N1c1ccccc1
    3.8%, 6.1%, 0.4%, -0.7%, -2.4%
- O=C(c1ccccc1)c1ccccc1N/C=C/c1nnnn1-c1ccccc1
    -2.4%, 2.4%, 5.9%, 11.4%, -4.7%
- O=C1c2ccccc2[C@@H]2CC(O)C(O)CCN12 (some centres undefined)
    /, -1.6%, 0.2%, /, /
- CCOc1ccc(OCCC(=O)N(CCC2=CCCCC2)c2c(N)n(Cc3ccccc3)c(=O)[nH]c2=O)cc1
    0.1%, 11.4%, 3.1%, 10.3%, 31.3%
- O=C1CCC(C(=O)OCc2cc(=O)oc3ccc4ccccc4c23)=NN1
    -13.6%, -2.5%, 0.2%, -3.1%, -8.4%
- C/C(=N\NC(=O)Cn1cc([N+](=O)[O-])cn1)c1ccc(O)cc1
    -5.1%, -10.5%, 0.4%, 7.9%, 4.0%
- Cc1csc(N2CCCC2c2nc3cc(C(F)(F)F)ccc3n2CCOCCO)n1 (centres undefined)
    2.1%, -7.4%, 0.6%, 3.4%, -10.3%
- CC(=O)n1cc(C2C(=O)CC(C)(C)CC2=O)c2ccccc21
    -0.8%, -1.5%, 1.4%, 0.5%, -1.2%
- COc1ccc(NS(=O)(=O)c2cccc(NC(=O)CCC(=O)c3ccc(Cl)cc3)c2)cc1
    -10.7%, -8.6%, 1.9%, 18.8%, 2.0%
- CN(CC(=O)Nc1cccc(F)c1)C(=O)CCNC(=O)c1ccco1
    4.0%, -4.1%, 1.8%, -9.6%, -6.7%
- Nc1cccc(NC(=O)CCC(=O)NCc2ccco2)c1
    -1.7%, 4.9%, 0.1%, -1.5%, 5.1%
- CCS(=O)(=O)N1N=C(c2cccc(NS(C)(=O)=O)c2)CC1c1cccs1 (centres undefined)
    -1.9%, 3.2%, 0.8%, 3.6%, 3.1%
- Cc1cc(SCC(=O)c2ccc(Cl)cc2)nc(=O)[nH]1
    17.0%, -2.1%, 2.2%, 8.0%, 2.2%
- COc1ccc(CCNC(=O)CSc2nc3[nH]ncc3c(=O)n2-c2ccc(C)c(Cl)c2)cc1OC
    /, -6.4%, 0.8%, /, /
- O=C(C1CC1)N1CCc2cc(S(=O)(=O)N(CCO)Cc3ccccc3)ccc21
    -6.5%, 10.4%, i, 26.4%, -2.2%
- O=Cc1ccc(-c2ccc(F)cc2)o1
    2.8%, 12.2%, i, ?, ?
- Cc1ccc(C)c(N(CC(=O)NN=C2CCN(C)CC2)S(=O)(=O)c2ccccc2)c1
    -0.1%, -1.7%, 0.1%, 9.9%, 5.1%
- CN(CC(=O)Nc1ccc(Cl)cc1)C(=O)CNC(=O)c1cccs1
    /, -1.5%, 1.9%, 5.5%, -7.1%
- Cc1cc(-c2nc(C)c(-c3nnc(SCC(=O)Nc4ccc(Cl)cc4)n3C)s2)no1
    -4.9%, /, i, -6.6%, -5.0%
- CCSc1nnc(NC(=O)CCNS(=O)(=O)c2ccccc2F)s1
    4.9%, -4.8%, 2.5%, -12.5%, 39.0%
- COc1c(C(=O)Nc2ccc(Br)cn2)ccc2ccccc12
    1.8%, -1.6%, 1.3%, -2.3%, 0.3%
- CC1CCC(NC(=O)CNC(=O)c2cccs2)CC1 (centres undefined)
    -9.4%, -2.4%, i, -1.1%, -10.4%
- COCc1cc(=O)[nH]c2c1c(-c1ccccc1)nn2C
    -1.7%, -0.9%, 2.2%, -2.7%, -2.7%
- COc1ccccc1C(=O)NCC(=O)N/N=C/c1cc(Br)ccc1OCc1ccccc1
    -5.0%, -6.8%, 9.2%, 45.9%, 7.2%
- O=C(CN(c1ccc(Cl)cc1)S(=O)(=O)c1ccc(Cl)c([N+](=O)[O-])c1)NCCc1ccccc1
    8.2%, -6.4%, i, -0.7%, 2.8%
- O=C(COc1ccccc1)N1CCN(c2nnc(-c3ccccc3)c3ccccc23)CC1
    0.7%, -4.5%, i, 44.1%, ?
- CCN(CC)S(=O)(=O)c1cccc(C(=O)Nc2cccnc2)c1
    -2.4%, 0.1%, 0.2%, 3.2%, -8.9%
- CC(C)(Oc1ccc(Cl)cc1)C(=O)O
    -2.0%, -1.5%, 1.2%, 1.8%, -8.7%
- Cc1c(C(C)C)c(=O)n(-c2ccc(S(=O)(=O)N3CCOCC3)cc2)n1C
    3.1%, -5.3%, i, -2.5%, -5.4%
- O=C(Nc1ccc(NC(=O)C2CC2)nc1)c1cccc(F)c1
    -5.7%, 11.2%, 2.6%, 5.8%, 5.0%
- COc1ccc(NC(=O)Nc2ccc(F)c(F)c2)c(OC)c1
    1.3%, -5.0%, 0.7%, -14.9%, 14.1%
- O=c1/c(=C\c2cccc(O)c2)sc2nc(-c3ccccc3)c(-c3ccccc3)n12
    1.0%, 18.8%, 6.2%, 2.9%, 0.0%
- CCC(=O)Nc1nnc(S(=O)(=O)N(C)Cc2ccco2)s1
    2.8%, 0.2%, 4.3%, 10.7%, -0.5%
- COc1ccccc1/C=C/C(=O)OC(C)CN1CCOCC1 (centres undefined)
    1.3%, -7.2%, 1.4%, -1.5%, -2.1%
- COc1ccccc1CNS(=O)(=O)c1cc(C(=O)NCC2CCCO2)c(Cl)cc1Cl (centres undefined)
    /, 0.9%, 1.4%, 11.5%, 5.6%
- COc1ccc(C2/C=C\CN(C(=O)CC(C)C)CC(=O)N2Cc2ccc(F)cc2)cc1 (centres undefined)
    /, 0.2%, 0.5%, /, /
- CCn1c(CNC(=O)COc2ccc(C(C)C)cc2)nnc1SCC(=O)NC1CCCCC1C (centres undefined)
    2.3%, -0.8%, 0.3%, 20.9%, -2.1%
- CC(C)N(CCNC(=O)c1oc(=O)c2ccccc2c1-c1ccccc1)Cc1ccco1
    -3.6%, 6.4%, i, 13.2%, -1.2%
- C=CCOC(=O)C1=C(C)OC(N)=C(C(=O)OCC)C12C(=O)N(CC(N)=O)c1ccccc12 (centres undefined)
    3.0%, -2.9%, 1.4%, -9.1%, -1.4%
- Cc1ccc(C(=O)OCC(=O)NCCN2C(=O)CSC2=O)cc1
    1.3%, -8.1%, 0.1%, -1.6%, -0.2%
- O=C(c1cc(S(=O)(=O)Nc2ccccc2F)c(Cl)cc1Cl)N1CCN(CCO)CC1
    -4.2%, -22.6%, 1.0%, 4.3%, -0.5%
- CCOC(=O)CSc1nc2ccccc2n1CC(=O)NC(C)(C)C
    3.4%, -1.2%, i, 0.0%, -5.3%
- O=C(Nc1c(F)cc(F)cc1F)c1cccn(Cc2ccccc2)c1=O
    -4.8%, -15.7%, 2.3%, -1.5%, 17.1%
- CCOC(=O)N1CCN(CCC(=O)c2ccc(OC)cc2)CC1
    19.1%, -6.7%, 9.1%, ?, ?
- COc1ccc(NC(=O)N(C)C[C@H]2Oc3ccc(NC(=O)NC(C)C)cc3C(=O)N([C@H](C)CO)C[C@@H]2C)cc1
    /, -1.5%, i, -1.3%, -0.5%
- C#CCNC(=O)c1cc2sccc2n1C
    8.7%, -8.5%, 1.3%, -11.6%, -1.0%
- CN(C)CCNc1oc(COc2cccc(Cl)c2)nc1C#N
    -3.3%, 3.1%, 1.5%, -3.3%, 0.3%
- N#Cc1ccc(COC(=O)CSc2nnc(C3CCCCC3)n2N)cc1
    1.1%, 0.1%, 0.7%, -2.9%, 2.6%
- Cc1cc(=O)n2[nH]c(SCc3ccccc3)nc2n1
    -1.1%, -5.8%, 0.8%, -0.2%, -5.9%
- O=C(O)c1cc2c(s1)CCCC2
    -13.5%, 5.0%, 0.3%, -8.0%, 0.4%
- C=CCN(Cc1cccs1)C(=O)CN1CCN(S(=O)(=O)c2ccc3c(c2)OCCCO3)CC1
    /, -1.4%, 0.1%, 23.8%, 4.0%
- Cc1ccc(NC(=O)C(C)c2ccc([N+](=O)[O-])cc2)cc1Cl (centres undefined)
    -7.4%, -5.3%, 0.4%, 56.6%, 5.9%
- COc1cnc(-c2ccccn2)nc1Oc1cccc(Cl)c1
    -6.0%, 25.4%, 2.6%, ?, ?
- Brc1ccc(-c2csc(NNC3=NCCCCC3)n2)cc1
    2.2%, 22.9%, 6.5%, -0.6%, 4.7%
- CCOC(=O)C1(CCOc2ccccc2)CCN(Cc2cccc(OC)c2OC)CC1
    -1.0%, -3.1%, i, 47.8%, 5.7%

Results in influenza NS1A, for 3 of the compounds above:
Structure	influenza NS1A
Cc1cc(=O)n2[nH]c(SCc3ccccc3)nc2n1	-5.8%
COc1ccc(C2/C=C\CN(C(=O)CC(C)C)CC(=O)N2Cc2ccc(F)cc2)cc1 (centres undefined)	0.2%
CCOC(=O)N1CCN(CCC(=O)c2ccc(OC)cc2)CC1	-6.7%

The results go on:
Under each structure – PhoP GFP inhibition, influenza NS1A, inhibitors of VEEV, tuberculosis growth, M. tuberculosis HTS
- CC1=C(C(=O)OCc2ccccc2)C(c2ccc3ccccc3c2)NC(=O)N1CCCC(=O)O (centres undefined)
    -12.3%, -3.3%, 0.1%, -25.8%, -5.9%
- O=C(CSc1ccc2nnc(CCNC(=O)c3ccccc3)n2n1)NCc1ccccc1
    -0.8%, -4.2%, 7.1%, -0.7%, -8.3%
- COc1ccc(CNS(=O)(=O)c2ccccc2Br)cc1
    -9.5%, /, /, -1.3%, -1.1%
- COc1ccc(S(=O)(=O)NC(C)C(=O)O)cc1 (centres undefined)
    -16.6%, -4.0%, 0.3%, 8.8%, 5.1%
- COc1ccccc1C1CCN(C(=O)c2ccccc2)CC1
    -3.4%, -11.6%, i, 4.2%, 1.4%
- CCOCCCNC(=O)C1CCN(S(=O)(=O)c2cc(Br)cc3c2N(C(=O)CC)CC3)CC1
    13.0%, -0.3%, 4.0%, -7.6%, -0.7%
- CCCOc1ccc2c(CC)cc(=O)oc2c1C
    -0.6%, 2.9%, i, 23.6%, -1.9%
- c1ccc2c(c1)CCc1c-2nc2ccccc2c1N1CCOCC1
    -5.3%, -11.8%, 3.5%, 26.9%, 8.9%
- COc1ccc(-c2nc3oc4cc(OC)ccc4c(=O)c3c(=O)n2Cc2ccco2)cc1
    6.6%, -4.0%, 5.4%, ?, ?
- C=CCn1c(SCC(=O)Nc2c(C)n(C)n(-c3ccccc3)c2=O)nc2sc(C)c(-c3ccccc3)c2c1=O
    -2.2%, 21.8%, i, 12.5%, -1.2%
- O=C(NCC(=O)N1CCN(c2ccc([N+](=O)[O-])cc2)CC1)c1ccco1
    /, -14.3%, 2.2%, -2.7%, 0.6%
- Oc1ccc(N=Cc2cc(Br)c(N3CCOCC3)o2)cc1
    7.7%, 6.2%, i, 10.9%, -5.3%
- COc1cc(C(=O)OCCCN(C)C)cc(OC)c1OC
    4.2%, -0.9%, 0.7%, 4.3%, 7.5%
- CCOc1ccc(CN(C)C(=O)CNC(=O)c2ccccc2)cc1
    -13.2%, 0.8%, 1.1%, 11.4%, 5.9%
- COc1ccc(C(=O)OCn2nnc3ccccc3c2=O)cc1OC
    -3.8%, -13.8%, i, -16.9%, -0.4%
- CCC1(c2ccc(OC)cc2)NC(=O)N(CC(=O)N2CCc3ccccc32)C1=O (centres undefined)
    /, -4.0%, 11.3%, /, /
- O=C(CCCc1nc2ccccc2s1)NCc1cccnc1
    -10.0%, -6.9%, 0.4%, 11.7%, 4.2%
- O=c1[nH]c2sc3c(c2c2nncn12)CCCC3
    -9.2%, 2.2%, i, 16.0%, -3.9%

Single values from the results shown.
Under inhibitors of VEEV, CC1=C(C(=O)OCc2ccccc2)C(c2ccc3ccccc3c2)NC(=O)N1CCCC(=O)O (centres undefined) reads 0.1%
Under M. tuberculosis HTS, COc1ccc(S(=O)(=O)NC(C)C(=O)O)cc1 (centres undefined) reads 5.1%
